# From PubChem BioAssay
# GPR151 ag: human GPR151 activation. Q8TDV0. PathHunter beta-arrestin GPR151 cells, luminescence. activation, % at 11.2 µM. hit rate 1% among 650,000; in the data active = activation above about 4.9%;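 note: 0% = median of compound wells and 100% = cells with positive control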
# Target sequence (Q8TDV0 whole entry, looked up): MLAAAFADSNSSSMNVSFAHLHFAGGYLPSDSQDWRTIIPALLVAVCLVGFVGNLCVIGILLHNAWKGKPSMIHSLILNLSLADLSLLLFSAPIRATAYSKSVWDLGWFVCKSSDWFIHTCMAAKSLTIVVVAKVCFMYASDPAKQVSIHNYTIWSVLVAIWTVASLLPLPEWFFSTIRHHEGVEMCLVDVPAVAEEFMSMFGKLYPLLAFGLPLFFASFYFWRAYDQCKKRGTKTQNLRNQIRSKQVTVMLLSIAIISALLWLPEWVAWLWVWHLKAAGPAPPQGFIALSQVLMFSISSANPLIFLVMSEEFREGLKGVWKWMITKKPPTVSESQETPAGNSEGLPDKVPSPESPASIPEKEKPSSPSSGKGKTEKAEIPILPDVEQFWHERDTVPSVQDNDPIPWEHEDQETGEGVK
# TEAD-YAP inh: TEAD-YAP interaction inhibition | HEK-TIYL cells, TEAD-Gal4/YAP UAS-luciferase luminescence | inhibition, % at 9.12 µM | hit rate 1.4% among 640,000; in the data active = inhibition above about 32%;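 note: 0% = median of test compound wells and 100% = reference inhibitor wells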
# MITF inh: human MITF inhibition, primary screen; O75030; AlphaScreen MITF homodimerization, bead proximity signal; inhibition, % at 2.6 µM; hit rate 0.91% among 650,000; in the data active = inhibition above about 50%;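 note: 0% = vehicle wells with protein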
# Target sequence (O75030 whole entry, looked up): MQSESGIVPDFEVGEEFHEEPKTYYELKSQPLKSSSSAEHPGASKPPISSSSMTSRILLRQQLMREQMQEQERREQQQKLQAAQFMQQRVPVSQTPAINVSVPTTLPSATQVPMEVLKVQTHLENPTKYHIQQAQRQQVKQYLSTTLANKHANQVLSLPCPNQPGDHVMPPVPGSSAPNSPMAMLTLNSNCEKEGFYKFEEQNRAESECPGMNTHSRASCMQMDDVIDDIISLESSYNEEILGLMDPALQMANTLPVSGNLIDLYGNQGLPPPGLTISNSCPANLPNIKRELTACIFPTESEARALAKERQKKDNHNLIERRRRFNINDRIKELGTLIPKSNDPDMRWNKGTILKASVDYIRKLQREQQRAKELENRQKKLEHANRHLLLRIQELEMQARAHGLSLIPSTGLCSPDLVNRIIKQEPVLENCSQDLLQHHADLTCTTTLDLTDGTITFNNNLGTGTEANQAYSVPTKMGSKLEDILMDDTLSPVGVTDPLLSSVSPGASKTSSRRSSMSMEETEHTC
# FBW7 activator: human FBW7 E3 ligase activation, primary screen | Q969H0 | AlphaScreen FBW7–phospho-cyclin E peptide binding, activator screen | normalized activity (activation), % at 26.1 µM | hit rate 0.13% among 650,000; in the data active = normalized activity above about 1.9%;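 note: purified mutant Fbw7 with reduced substrate affinity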
# Numbers without * were called inactive.
canonical_smiles	GPR151 ag	TEAD-YAP inh	MITF inh	FBW7 activator
C=CCSc1nnc(C2CCCN(Cc3ccc(O)cc3)C2)n1C (stereo not drawn)	0.1	-2	4	0.1
COc1ccc(Cl)cc1NS(=O)(=O)c1cc(C)ccc1OC	0.4	-2	3	0.0
Cc1ccc(S(=O)(=O)NCC(=O)OCc2csc(Nc3ccccc3)n2)cc1	1.4	-6	4	-0.2
COc1cccc(/C=N/NC(=O)CN2CC(c3ccccc3)CC2=O)c1O (stereo not drawn)	0.4	18	10	-0.5
O=C(CCC1=NS(=O)(=O)c2ccccc2N1)N1CCN(c2ccccc2F)CC1	-1.6	-10	-6	0.1
CC1=C(C(=O)Nc2ccc(C)cc2)C(c2ccc(C(C)C)cc2)NC(=O)N1 (stereo not drawn)	0.3	-17	6	0.1
Cc1c(C(C)NC(=O)c2ccccn2)cnn1-c1cccc2ccccc12 (stereo not drawn)	-0.7	-4	6	0.3
COc1ccc(CNC(=O)CCCCCn2c(SCc3ccc([N+](=O)[O-])cc3)nc3cc4c(cc3c2=O)OCO4)cc1	1.0	7	7	0.1
Cc1ccccc1Cc1c(C(=O)N2CCCC2)c(=O)cc(C)n1Cc1ccccn1	-0.1	-3	-2	-0.1
O=C(Nc1ccc(N2CCOCC2)cc1)c1cncc(-c2csc3ccccc23)c1	0.6	4	-10	-0.3
COc1ccc(-c2csc(=Nc3ccccc3)n2Cc2ccccc2)cc1	-0.4	1	2	-0.1
Cc1ccc(NC(=O)c2c(NC(=O)c3ccccc3F)sc3c2CCCCC3)cc1	-0.7	-7	-10	-0.2
CCSc1nc(Cl)c(SCC)c(C#N)c1Cl	0.4	0	-7	0.2
CC(C)CC1NC(=O)N(CC(=O)Nc2ccc(OC(F)(F)F)cc2)C1=O (stereo not drawn)	2.0	-4	-12	0.2
O=C(c1ccco1)N1CCN(C(=O)c2cccc3ccccc23)CC1	0.7	16	7	0.1
CCOC(=O)c1cc2sccc2n1CC(=O)N1CCCCC1C (stereo not drawn)	-0.7	1	15	0.1
CC1CCCCN1S(=O)(=O)c1cccc2nonc12 (stereo not drawn)	-1.9	-1	1	-0.1
COc1ccccc1N1CCN(C2CCCN(C(=O)CCN3CCCCO3)C2)CC1 (stereo not drawn)	0.0	7	3	0.1
C=CCN(C(=O)CSc1nc2ccsc2c(=O)n1Cc1ccccn1)c1ccccc1	0.4	-12	20	0.2
O=C(CSc1nc2sc3c(c2c(=O)n1-c1ccccc1)CCCC3)c1ccc2c(c1)OCCO2	-0.4	-4	9	-0.2

# Some entries already given, showing only TEAD-YAP inh and MITF inh.
SMILES	TEAD-YAP inh	MITF inh
Cc1ccccc1Cc1c(C(=O)N2CCCC2)c(=O)cc(C)n1Cc1ccccn1	-3	-2
O=C(Nc1ccc(N2CCOCC2)cc1)c1cncc(-c2csc3ccccc23)c1	4	-10
COc1ccc(-c2csc(=Nc3ccccc3)n2Cc2ccccc2)cc1	1	2
Cc1ccc(NC(=O)c2c(NC(=O)c3ccccc3F)sc3c2CCCCC3)cc1	-7	-10
CCSc1nc(Cl)c(SCC)c(C#N)c1Cl	0	-7

# (cont.)
canonical_smiles	GPR151 ag	TEAD-YAP inh	MITF inh	FBW7 activator
COC(=O)c1ccccc1NC(=O)CSc1nc2ccccc2c(=O)n1CC1CCC(C(=O)NCc2ccccc2Cl)CC1 (stereo not drawn)	1.4	-2	-7	-0.1
Cc1ccc(CN2CCc3nnc(C(C)NC(=O)CCc4ccccc4)n3CC2)o1 (stereo not drawn)	1.3	-15	16	0.1
CCCc1cc(=O)oc2cc(OCC(=O)OC)c(Cl)cc12	0.2	-1	-7	-0.2
CCN1CCN(CCNc2cc(C)nc3c(-c4ccccc4OC)c(C)nn23)CC1	-1.0	-4	-15	-0.1
CC1CCCCN1Cc1ccc(C(=O)NCc2cccs2)c(=O)[nH]1 (stereo not drawn)	-0.1	0	-5	-0.3
COc1ccc(C(=O)Nc2cc(C(=O)N3CCCCCC3)ccc2N2CC3CC(C2)c2cccc(=O)n2C3)cc1 (stereo not drawn)	1.4	-5	-6	-0.2
O=C(CSc1nnc2ccccn12)Nc1c(F)cccc1F	-0.9	8	8	0.2
Cc1cc(C)cc(NC(=S)N(Cc2ccccc2C)CC2CCC(C(=O)O)CC2)c1 (stereo not drawn)	2.3	-8	-7	-0.1
CC(C)(C)c1ccc(/C=N/N=C(N)N)cc1	0.2	-14	-2	-0.1
CCOc1ccccc1/C=C(/NC(=O)c1ccccc1)C(=O)N1CCOCC1	-0.1	5	23	0.8
CC(Cc1cccs1)NS(=O)(=O)c1ccccc1 (stereo not drawn)	4.0	7	12	-0.2
CC(=O)Nc1ccc(NC(=O)CSc2nnc3scc(-c4ccccc4)n23)cc1	0.1	8	13	0.4
O=C(c1ccc(F)cc1)N1CCN(Cc2ccncc2)CC1	0.0	-5	63*	-0.1
C=CCn1c(=O)c(C(=O)Nc2nc(CC(=O)OCC)cs2)c(O)c2ccccc21	2.3	-2	-4	-0.1
CCOC(=O)CNC(=O)c1cncc(Br)c1	0.8	-8	10	0.2
Cc1ncc2c(c1CNC(=O)Cc1ccsc1)CCN(C(=O)Cc1ccn(C)c1)C2	0.6	10	-5	0.1
CC1(C)CC(=O)C2=C(C1)N(c1ccc([N+](=O)[O-])cc1)C(N)=C(C#N)C2c1ccc(Br)s1 (stereo not drawn)	0.9	12	10	0.0
COc1ccc(C(=O)N2C(CC(=O)Nc3ccccc3C)C(=O)NC3CCCCC32)cc1 (stereo not drawn)	-0.6	-2	-13	0.0
CCOC(=O)C(=O)/C=C(\O)c1ccc([N+](=O)[O-])cc1	0.3	-10	23	-0.1
CN(C)C(=O)c1cc(-c2cn[nH]c2)ccc1NC(=O)[C@H](N)Cc1ccc(Cl)cc1	0.2	6	4	-0.1
CC(=O)c1cccc(NS(=O)(=O)c2ccc(N/C=C\C(=O)c3ccc(F)cc3)cc2)c1	0.2	3	-2	-0.1
Cc1cc(C(=O)OCC(=O)/C(C#N)=C2\Sc3ccccc3N2C)c(C)o1	-0.2	-1	-6	0.0
O=C(Nc1nccs1)C1CCCN1S(=O)(=O)c1cccc2nsnc12 (stereo not drawn)	0.2	2	11	0.7
Cc1nnc2c(Nc3ccccc3O)nc3ccccc3n12	-0.6	0	7	0.1
Cc1csc(=O)n1CCC(=O)OCC(=O)c1ccc(C2CCCCC2)cc1	-0.9	-8	8	-0.2
Fc1ccc(CNc2ncnc3c2c(-c2ccccc2)cn3-c2cccc(Cl)c2)cc1	0.3	-1	2	-0.2
Cc1ccc(N(C(C)C(=O)Nc2ccccc2C(=O)NCC(C)C)S(C)(=O)=O)cc1 (stereo not drawn)	1.0	25	18	0.1
COc1cccc(/C=C2/SC(=Nc3ccccc3)NC2=O)c1	-0.2	-60	-8	-0.1
CCOC(=O)c1ccc(NC(=O)C2CC(=O)N(C)C(=Nc3ccc(F)cc3)S2)cc1 (stereo not drawn)	0.6	8	0	0.0
COc1ccc(C(=O)c2cccc([N+](=O)[O-])c2)cc1C	4.9	1	6	-0.1
C=CCNC(=O)CN1C(=O)c2cccc3cccc1c23	-0.8	2	12	0.3
Cc1ccccc1Nc1nnc(SCC(=O)Nc2ccccc2C#N)s1	-6.9	-3	4	-0.1
Cc1ccccc1OC(C)C(=O)Nc1ccc(F)cc1 (stereo not drawn)	-0.4	3	8	0.2
Cc1ccc(-c2cc(-c3cccc4nc(C)oc34)n[nH]2)c(O)c1	0.5	-64	15	0.2
O=C(Cc1ccccc1)N(c1ccccc1)C1C=CS(=O)(=O)C1 (stereo not drawn)	0.7	0	11	0.2
CN1CC(=O)N(CC(=O)NC(=O)NC2CCCCC2)C1=O	-1.4	-2	-1	-0.1
c1ccc(-c2csc(NCc3ccco3)n2)nc1	-0.9	1	4	-1.5
COC(=O)CSc1nnc(CNC(=O)c2cccc(F)c2)n1-c1ccccc1OC	0.0	1	5	0.8
CNC(=O)c1ccccc1NC(=O)c1cccc(S(=O)(=O)N2CCCCCC2)c1	-1.1	7	10	-0.1
COc1cccc(NC(=O)CSc2nc3n[nH]c(C)c3c(=N)n2-c2cc(Cl)ccc2C)c1	0.9	3	11	0.4

# 2 entries from above, reformatted:
structure: CCOC(=O)c1ccc(NC(=O)C2CC(=O)N(C)C(=Nc3ccc(F)cc3)S2)cc1 (stereo not drawn)
  GPR151 ag = 0.6
  TEAD-YAP inh = 8
  MITF inh = 0
  FBW7 activator = 0.0
structure: c1ccc(-c2csc(NCc3ccco3)n2)nc1
  GPR151 ag = -0.9
  TEAD-YAP inh = 1
  MITF inh = 4
  FBW7 activator = -1.5

# Remaining list, next part:
# Values in the order: GPR151 ag, TEAD-YAP inh, MITF inh, FBW7 activator
CCC1Oc2nc3ccc(OC)cc3cc2CN(CCOC)C1=O (stereo not drawn)
→ 1.5, -15, -3, -0.1
O=C1C2C3C=CC(C4CC34)C2C(=O)N1Nc1ccc([N+](=O)[O-])cc1[N+](=O)[O-] (stereo not drawn)
→ -0.2, -3, -11, -0.4
O=C(CC1(c2cccc(F)c2)CC(=O)N(C2CCCC2)C1=O)N1CCCCCCC1 (stereo not drawn)
→ 0.5, -53, 2, 0.0
COc1ccc(N2CCN(C(=O)CCCNC(N)=O)CC2)cc1
→ 0.4, 2, -4, 0.0
CCOC(=O)c1c(NC(=O)CCc2ccccc2)sc(C(=O)Nc2cc(C(F)(F)F)ccc2Cl)c1C
→ 0.3, -3, 5, 0.2
COc1cc(O)c(C(=O)O)c(O)c1
→ -1.5, -10, 14, 0.2
O=C(Nc1cccc(Cl)c1N1CCOCC1)c1ccc2c(c1)OCCO2
→ -0.8, 9, 12, 1.1
CC1=C(C(=O)Nc2ccc(Cl)cc2)C(c2ccccc2)NC(=S)N1 (stereo not drawn)
→ -1.1, 2, 22, 0.1
Cc1ccc(-n2nnc3c(=O)n(CC#N)cnc32)cc1C
→ -1.5, -7, -13, 0.6
Cc1csc(NC(=O)CSc2ccc(-c3ccc4c(c3)OCO4)nn2)n1
→ -0.1, -15, 7, 0.7
O=c1[nH]c(=O)n(-c2ccccc2)c(O)c1/C=C/c1ccc2ccccc2n1
→ -0.9, 2, -1, 0.1
CC(C)N(C(C)C)S(=O)(=O)c1ccc(NC(=O)c2cnccn2)cc1
→ -0.4, -7, 2, 0.0
CC(C)Oc1ccc(C(=O)OCC(=O)Nc2ccc([N+](=O)[O-])cc2C#N)cc1
→ 0.3, 1, 10, 0.2
Cc1nc(Nc2nc(C)c3ccccc3n2)[nH]c(=O)c1C
→ -1.5, -14, 5, -0.2
CC1(C)CC(=O)C2=C(C1)Nc1ccccc1N(C(=O)c1ccccc1)C2c1cccc(F)c1 (stereo not drawn)
→ 0.3, 2, -9, -0.1
Cc1cc(=O)[nH]c(NN=C2c3ccccc3-c3ccccc32)n1
→ -0.9, -34, 1, -0.3
CC(C)N(C(=O)Cn1c2ccccc2n2c(SCc3cccnc3)nnc12)C(C)C
→ 3.3, -6, -6, -0.3
CSc1nc2c(c(=O)n1-c1cc(C)cc(C)c1)SC(C)C2 (stereo not drawn)
→ -0.8, 1, 3, -0.1
Cc1cc2c(s1)c1cnn(CC(=O)NC3CC3)c(=O)c1n2C
→ -0.5, -13, -5, -0.1
Cc1nc(Nc2ncc3c(n2)CC(C)(C)CC3=O)nc2ccccc12
→ -0.9, -19, -9, 0.1
CC1=C(C#N)c2nc(N)c(C#N)c(C)c2/C1=C\c1ccc(I)o1
→ -1.1, 8, -1, 0.0
CCOP(=O)(OCC)c1nc(-c2ccco2)oc1NCc1ccco1
→ -0.3, -3, -10, -0.1
O=C1CC(c2ccccc2)CC(O)=C1C=NC(Cc1ccccc1)C(=O)O (stereo not drawn)
→ 2.0, 7, 14, 0.0
O=C(Nc1ccc(Cl)cn1)c1nn2c(C(F)(F)F)cc(-c3ccc(Br)cc3)nc2c1Cl
→ -0.7, -8, 10, 0.1
COC(=O)N1CCN(c2ccc(C(C)=O)cc2)CC1
→ -0.9, -6, -9, 0.0
CC(C)=C1C2C=CC1C1C(=O)N(c3cccc(C(F)(F)F)c3)C(=O)C21 (stereo not drawn)
→ 0.3, 4, 11, 0.1
COCCOC(=O)c1c(NC(=O)CNCc2cccc(OC)c2)sc(C(N)=O)c1C
→ 1.3, -6, -4, -0.3
O=C(CSc1nc2ccsc2c(=O)n1Cc1ccccc1Cl)Nc1cccc(C(F)(F)F)c1
→ 1.1, -10, -5, -0.1
O=C(NCC1Cc2ccccc2O1)c1cc2ccccc2oc1=O (stereo not drawn)
→ 0.1, -11, 3, -0.1
CCOc1cc(/C=C2/C(=O)NC(=O)N(c3ccccc3)C2=O)ccc1O
→ -1.1, 17, 16, 0.1
Cc1cc(C)n2c(SCC(=O)Nc3nc4ccccc4s3)nnc2n1
→ 0.4, 7, -3, -0.1
CC(C)c1ccc(NC(=O)C(c2cc3c(cc2[N+](=O)[O-])OCO3)N(C)c2ccccc2)cc1 (stereo not drawn)
→ 1.0, -18, 5, 0.7
CSc1ccc(S(=O)(=O)NCCSC2CCCCC2)cc1
→ -0.2, -10, -11, 0.1
CCN1C(=O)c2cccc3c(S(=O)(=O)N4CCCCCC4)ccc1c23
→ -0.3, -8, -14, 0.2
CC(=O)c1ccc(OCc2cc(C(=O)NCC3(C)COC3)no2)cc1
→ 2.5, 0, -7, 0.2
Cc1c(Cl)c([N+](=O)[O-])nn1Cc1ccc(C(=O)O)cc1
→ 2.1, 4, -2, -0.2
CC[C@]1(O)C[C@H]2CN(CCc3c([nH]c4ccccc34)[C@H](C)[C@H]2c2cc3c(cc2OC)N(C)[C@H]2[C@@](O)(C(=O)OC)[C@H](C)[C@]4(CC)C=CCN5CC[C@]32[C@@H]54)C1
→ 1.4, 65*, 25, 0.0
